KCNQ1 inh: blocks the human KCNQ1 potassium channel; CHO-K1 KCNQ1, FluxOR thallium flux fluorescence; stronger effect = higher value; B-score at 10 µM; actives 1.3% (n = 310,000); AID 2642;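 active = compounds whose thallium flux B-score, printed positive for inhibition, exceeds three library SD while starting fluorescence stays within three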;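 note: channel opened by potassium depolarization with thallium stimulus after 20 min compound exposure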
Target sequence (P51787 whole entry, looked up): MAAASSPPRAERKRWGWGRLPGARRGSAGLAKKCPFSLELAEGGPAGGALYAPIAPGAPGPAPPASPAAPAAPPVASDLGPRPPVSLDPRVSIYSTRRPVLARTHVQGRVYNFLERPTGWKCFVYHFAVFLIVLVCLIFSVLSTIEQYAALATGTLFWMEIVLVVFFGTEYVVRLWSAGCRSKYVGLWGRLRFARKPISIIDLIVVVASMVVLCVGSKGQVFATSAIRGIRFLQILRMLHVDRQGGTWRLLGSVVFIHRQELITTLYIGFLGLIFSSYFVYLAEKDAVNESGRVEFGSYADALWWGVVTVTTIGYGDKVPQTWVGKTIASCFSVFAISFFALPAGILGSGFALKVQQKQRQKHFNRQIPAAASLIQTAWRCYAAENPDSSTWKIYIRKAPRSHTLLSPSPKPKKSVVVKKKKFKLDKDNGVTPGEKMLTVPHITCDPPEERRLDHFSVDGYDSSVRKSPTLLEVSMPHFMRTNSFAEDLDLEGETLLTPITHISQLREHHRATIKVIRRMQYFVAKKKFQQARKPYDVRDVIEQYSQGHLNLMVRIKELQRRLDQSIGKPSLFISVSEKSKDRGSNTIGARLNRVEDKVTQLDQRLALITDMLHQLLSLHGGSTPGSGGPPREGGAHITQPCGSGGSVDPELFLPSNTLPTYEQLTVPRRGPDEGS
hERG protect: compounds protecting human hERG from proarrhythmic drug block | actives 0.51% (n = 310,000) | Q12809 | CHO-hERG, FluxOR thallium flux, dofetilide IC70 present | activation (rescue from dofetilide block), less the hit threshold, % at 10 µM;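 active = activation above the mean of controls blocked by dofetilide plus 5 SD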;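 note: thallium influx through hERG after potassium depolarization seen as dye fluorescence rise; in these data hits start at about 4.7%; inactives centre near -7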
DYRK1A inh: Dyrk1A (rat) kinase inhibition; Q63470; ADP-Glo luminescence, NFATc1 peptide; inhibition, % at 12.5 µM; actives 0.43% (n = 310,000); AID 504441; in the data active = inhibition above about 50%;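 note: plate controls were vehicle with enzyme for no effect and no enzyme for full effect; many of its hits are not listed in these tables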
TRPC4 agonist: activators of mouse TRPC4 channel. Q9QUQ5. HEK293 TRPC4beta/mu-opioid, Fluo4 calcium fluorescence; stronger effect = higher value. B-score at 10 µM. actives 0.49% (n = 310,000). AID 2237;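 active = B-score above 5 SD of library B-scores, and initial fluorescence ratio not above library mean plus 5 SD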;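 note: positive B-score marks a calcium rise read as TRPC4 activation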
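Assay system: HEK293 stable line with TRPC4beta plus mu-opioid receptor; schedule: 45 min room-temperature Fluo4 loading, 110 s read; technique: kinetic Fluo4 calcium fluorescence; evaluation: integrated baseline-normalised fluorescence ratio, converted to per-well B score; controls: buffer (low) and maximal DAMGO (high)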
Platelet DG rel: modulates dense granule release in human platelets; human platelet-rich plasma, SFLLRN dense granule ATP release, luminescence; inhibition, %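 (compounds screened at 7.5 µM in platelet-rich plasma)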; actives 0.22% (n = 300,000);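 active = mean replicate score, as percent of positive control, at or above 50; inconclusive = mean below 50 but at least one replicate at or above 50; inactive = mean and every replicate below 50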
TRPC4 PAM: allosteric potentiators of mouse TRPC4 channel; HEK293 TRPC4beta/mu-opioid, DAMGO EC20, Fluo-4 Ca2+ flux; stronger effect = higher value; B-score at 10 µM; actives 0.42% (n = 310,000); AID 2227;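 active = B-score of calcium response area above 5 SD of library B-scores, with initial fluorescence ratio within 5 SD of library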;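 note: B-score of integrated fluorescence ratio over time as area under calcium response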
TRPC4 inh: inhibitors of mouse TRPC4 channel. Q9QUQ5. HEK293 TRPC4beta/mu-opioid, DAMGO-evoked Fluo4 calcium flux; stronger effect = lower value. B-score at 10 µM. actives 0.39% (n = 300,000);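 active = B-score over 3 SD under the library average, no early fluorescence shift, positive overall ratio signal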
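Material: HEK293 cells with stable TRPC4beta plus mu-opioid receptor expression; probe or stimulus: DAMGO in two steps, submaximal then maximal; technique: Fluo4 calcium fluorescence by kinetic imaging, 5 s 1 Hz baseline; measure: integrated fluorescence ratio relative to baseline, converted to per-well B score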
PolyA inh: inhibitors of polyadenylation in S. cerevisiae; S. cerevisiae SKY197-pL101 polyadenylation reporter, beta-gal luminescence; efflux-impaired pdr1/pdr3 knockout yeast; score 100 = 6 SD above DMSO; calls only at 12 µM; actives 0.02% (n = 300,000); AID 1875;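 active = lowest replicate activity score at least 50, where 100 means six control SD above control mean; inconclusive = lowest score under 50 but half or more replicates reach 50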;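 note: yeast exposed to compound for 9 h at 30 °C; higher score means more reporter readthrough which indicates perturbed polyadenylation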
KCNQ1 pot: human KCNQ1 channel potentiation or activation | CHO-K1 KCNQ1, thallium flux FluxOR fluorescence; stronger effect = higher value | B-score at 10 µM | actives 0.35% (n = 310,000) | AID 2648;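 active = fluorescence ratio B-score, a plate-corrected score, at least three library SD, with initial intensity B-score within 5 SD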
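Test system: CHO-K1 cells stably expressing KCNQ1 / Medium: assay buffer / Also added: depolarizing K+/Tl+ stimulus, K2SO4 and Tl2SO4 each 12.5 mM in 5x stock / Incubation: 90 min dye loading and 20 min compound exposure, both at room temperature / Signal: thallium influx via FluxOR fluorescence, kinetic imaging / Evaluation: B score of baseline-normalized fluorescence ratio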
KCNK9 inh: blocks the human KCNK9 two-pore domain potassium channel; HEK293 KCNK9, FluxOR thallium flux fluorescence; stronger effect = lower value; B-score at 10 µM; actives 1.2% (n = 310,000);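 active = ratio B-score over 3 SD below the library mean, with starting fluorescence within 5 SD of its mean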;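 note: negative B-score means less thallium flux so channel inhibition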
KCNK3 inh: human KCNK3 channel inhibition, primary screen | actives 0.84% (n = 340,000) | CHO-KCNK3 thallium flux, FluxOR fluorescence; stronger effect = lower value | AID 602410 | B-score at 10 µM;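 active = B-score under library mean minus 4 SD, starting fluorescence ratio at most library mean plus 5 SD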;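 note: more negative B-score means stronger inhibition of thallium flux through KCNK3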
Target sequence (O14649 whole entry, looked up): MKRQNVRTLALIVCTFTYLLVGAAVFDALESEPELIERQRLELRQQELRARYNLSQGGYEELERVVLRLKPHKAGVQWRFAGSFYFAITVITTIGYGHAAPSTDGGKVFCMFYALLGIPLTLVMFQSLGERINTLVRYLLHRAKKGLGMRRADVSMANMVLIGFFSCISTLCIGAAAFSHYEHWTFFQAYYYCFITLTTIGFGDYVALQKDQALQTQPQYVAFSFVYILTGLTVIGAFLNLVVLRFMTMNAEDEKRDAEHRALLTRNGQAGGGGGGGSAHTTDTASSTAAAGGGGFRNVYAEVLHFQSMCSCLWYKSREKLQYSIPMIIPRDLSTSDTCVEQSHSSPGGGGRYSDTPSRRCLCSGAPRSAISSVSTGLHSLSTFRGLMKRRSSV
* marks the source's active call; other numbers are inactive results; i = inactive; ? = inconclusive; / = no result given. This is a subset. The share of hits here may be higher or lower than overall.

SMILES | KCNQ1 inh | hERG protect | DYRK1A inh | TRPC4 agonist | Platelet DG rel | TRPC4 PAM | TRPC4 inh | PolyA inh | KCNQ1 pot | KCNK9 inh | KCNK3 inh
COc1cccc(-c2noc(CCC(=O)NCC3CCCO3)n2)c1 (stereo not given) | i | -13 | -3 | i | 8 | i | i | i | i | i | i
CC(C)C(C(=O)NCC1CCCO1)N(Cc1ccccc1)C(=O)CNS(=O)(=O)c1ccccc1 (stereo not given) | i | -8 | -1 | i | 4 | i | i | i | i | i | i
Cc1ccc2cc3c(NC(=O)C4CCCO4)nn(CC(C)C)c3nc2c1 (stereo not given) | i | -11 | -2 | i | -6 | i | i | i | i | i | i
O=C(COC(=O)c1ccccc1Br)Nc1cc(S(=O)(=O)N2CCOCC2)ccc1N1CCCC1 | i | -17 | 0 | i | 4 | i | i | i | i | i | i
CC(=O)Nc1cccc(NC(=O)c2cccc(S(=O)(=O)N3CCN(Cc4ccccc4)CC3)c2)c1 | i | -11 | 14 | i | -4 | i | i | i | i | i | i
CCOC(=O)C(=O)Nc1ccccc1C(=O)OCC | i | -13 | 2 | i | 0 | i | i | i | i | i | i
COCCOC(=O)c1cc(C(=O)c2cc(Cl)ccc2O)coc1=N | i | -13 | -1 | i | 1 | i | i | i | i | i | i
CCOc1ccc(NC(=O)CCN2C(=O)C3CCCCC3C2=O)cc1OCC (stereo not given) | i | -10 | 9 | i | 12 | i | i | i | i | i | i
O=C(O)CNC(=O)C12CC3CC(CC(Cl)(C3)C1)C2 | i | 0 | -4 | i | 4 | i | i | i | i | i | i
COc1ccc(/C=C(/NC(=O)c2cccs2)C(=O)NC(C)(C)C)cc1OC | i | -6 | 11 | i | 3 | i | i | i | i | i | i
O=C(Nc1ccc(F)cc1)C1CCCN(S(=O)(=O)c2ccc(-n3cnnn3)cc2)C1 (stereo not given) | i | -5 | -2 | i | -4 | i | i | i | i | i | i
CC1=C(C(=O)NCc2ccccc2)C(c2ccc(C)o2)n2ncnc2N1 (stereo not given) | i | -18 | -5 | i | 0 | i | i | i | i | i | i
Nc1ccc(O)cc1C(=O)OCC(=O)c1ccc(C2CCCCC2)cc1 | i | -1 | 2 | i | 18 | i | i | i | i | i | i
O=S(=O)(NC1=NCCC1)c1cccc(NS(=O)(=O)c2ccc(OC(F)(F)F)cc2)c1 | i | -4 | 1 | i | 6 | i | i | i | i | i | i
CCc1nnc(NC(=O)c2sc3nc4c(cc3c2N)CCCCCC4)s1 | i | -6 | -4 | i | -2 | i | i | i | i | i | i
CCCC(=O)Nc1cc(Cl)ccc1C | i | -6 | -3 | i | -3 | i | i | i | i | i | i
Cc1cccc(C(=O)NCc2nnc(SCC(=O)Nc3nnc(C)s3)n2C)c1 | i | -5 | 8 | i | 1 | i | i | i | i | i | i
O=C(NC1CCCCC1)C(=S)NC1CCCCC1 | i | 1 | / | i | -3 | i | i | i | i | i | /
COc1ccc(OC)c(NC(=O)c2oc3c(c2C)C(O)CC(C)(C)C3)c1 (stereo not given) | i | -16 | -7 | i | -1 | i | i | i | i | i | i
Cc1cc(=O)oc2cc(OCCCC[n+]3ccccc3)ccc12 | i | -6 | 0 | i | 0 | i | i | i | i | i | i
CC1(C)CC(=O)c2sc(NC(=O)c3ccc4ncsc4c3)nc2C1 | i | -6 | 4 | i | 6 | i | i | i | i | i | i
CCOC(=O)NNC(=O)CCn1c2c(c3ccccc31)CCCC2 | i | -9 | 5 | i | 9 | i | i | i | i | i | i
CCN(CC)S(=O)(=O)c1ccc(OCC(=O)NCc2ccccc2)cc1 | i | -1 | 3 | i | -7 | i | i | i | i | i | i
CCOC(=O)COc1ccc2cc(C(=O)OCC)c(=O)oc2c1 | i | -9 | 7 | i | 4 | i | i | i | i | i | i
COC(CNC(=O)C1CC(=O)N(CCc2ccccc2)C1)OC (stereo not given) | i | -9 | -3 | i | -8 | i | i | i | i | i | i

Continued (three carried over from the part before).
SMILES | KCNQ1 inh | hERG protect | DYRK1A inh | TRPC4 agonist | Platelet DG rel | TRPC4 PAM | TRPC4 inh | PolyA inh | KCNQ1 pot | KCNK9 inh | KCNK3 inh
CCN(CC)S(=O)(=O)c1ccc(OCC(=O)NCc2ccccc2)cc1 | i | -1 | 3 | i | -7 | i | i | i | i | i | i
CCOC(=O)COc1ccc2cc(C(=O)OCC)c(=O)oc2c1 | i | -9 | 7 | i | 4 | i | i | i | i | i | i
COC(CNC(=O)C1CC(=O)N(CCc2ccccc2)C1)OC (stereo not given) | i | -9 | -3 | i | -8 | i | i | i | i | i | i
CCOC(=O)C1CCN(C(=O)c2ccc(OC3CCN(C(=O)CCOC)CC3)cc2)CC1 | i | -7 | 0 | i | 2 | i | i | i | i | i | i
O=C(NCN1CCN(c2ccccn2)CC1)c1cnccn1 | i | -8 | 0 | i | ? | i | i | i | i | i | i
O=C(CCN1C(=O)/C(=C\c2cccs2)SC1=S)NC1=NCCS1 | i | -6 | -1 | i | 23 | i | i | i | i | i | i
CCOc1ccc(N(CC(=O)NC2CCCC(C)C2C)S(=O)(=O)c2c(C)noc2C)cc1 (stereo not given) | i | -4 | -5 | i | -2 | i | i | i | i | i | i
CC(C)CN1CCC(=O)N([C@H](COc2ccccc2)Cc2ccccc2)CC1 | i | -13 | 2 | i | 5 | i | i | i | i | i | i
COc1ccc(S(=O)(=O)Nc2nnc(C(C)C)s2)cc1 | i | -11 | -5 | i | 6 | i | i | i | i | i | i
Cc1ccccc1C(=O)NNC(=O)CCCCC(=O)NNC(=O)c1ccccc1C | i | -4 | 66* | i | 7 | i | i | i | i | i | i
CCC(C)n1nnc2c(=O)oc3ccccc3c21 (stereo not given) | i | -11 | -1 | i | -1 | i | i | i | i | i | i
Cc1ccc2oc(-c3ccc(NC(=O)c4ccc5c(c4)OCO5)cc3)nc2c1 | i | -13 | -3 | i | -2 | i | i | i | i | i | i
COc1ccc(C(=O)c2c(C)oc3ccc(O)cc23)cc1 | i | -5 | 31 | i | 6 | i | i | i | i | i | i
O=C(/C=C/c1ccc(S(=O)(=O)N2CCOCC2)cc1)OCC(=O)c1ccc([N+](=O)[O-])cc1 | i | -7 | -3 | i | -2 | i | i | i | i | i | i
C/C(=N/NS(=O)(=O)c1ccc(Cl)cc1)c1ccc2c(c1)OCO2 | i | -9 | 7 | i | 0 | i | i | i | i | i | i
Cc1ccc(Nc2nnc(SC3CCOC3=O)s2)cc1 (stereo not given) | i | -6 | -1 | i | -3 | i | i | i | i | i | i
Cc1ccc(NS(=O)(=O)c2ccc(Br)s2)cc1S(=O)(=O)N1CCOCC1 | i | -5 | -1 | i | 2 | i | i | i | i | i | i
O=C1CSC(c2cn(-c3ccccc3)nc2-c2cccs2)N1CC1CCCO1 (stereo not given) | i | -3 | 6 | i | 2 | i | i | i | i | i | i
CCOc1cc(/C=C2\SC(=N)N(c3nonc3N)C2=O)ccc1OCC(N)=O | i | 6.4* | -2 | i | 0 | i | i | i | i | i | i
Cc1nc(N)sc1-c1nnc(SCC(=O)Nc2nccs2)n1C | i | -10 | 0 | i | 13 | i | i | i | i | i | i
O=C(COC(=O)CNC(=O)c1ccco1)Nc1ccccc1OC(F)F | i | -2 | -10 | i | 10 | i | i | i | i | i | i
Nc1nc(SCC(=O)NCCO)nc2sc3c(c12)CCCC3 | i | -5 | 7 | i | 5 | i | i | i | i | i | i
CSC1=NCCN1C(=O)C(C)Oc1ccccc1 (stereo not given) | i | -11 | -1 | i | 1 | i | i | i | i | i | i
Cc1ccc(C(=O)CSc2ncn[nH]2)cc1 | i | -9 | -7 | i | 6 | i | i | i | i | i | i
CC1(C)CC2(CC(c3ccccc3F)c3cc(Cl)c(O)cc3O2)NC(=S)N1 (stereo not given) | i | -7 | -4 | i | 1 | i | i | i | i | i | i
COc1ccccc1CNC(=O)C/C(C)=N/NC(=O)Cc1ccccc1 | i | -13 | 0 | i | -2 | i | i | i | i | i | i
COc1ccc(OC)c(-n2nnnc2SCC(=O)Nc2ccc(C(=O)N3CCCCC3)cc2)c1 | i | 1 | 5 | i | -15 | i | i | i | i | i | i
CCOc1ccc(CCNC(=O)COC(=O)c2cc(=O)[nH]c3ccccc23)cc1OCC | i | -16 | 3 | i | -2 | i | i | i | i | i | i
CC1CC(C)CN(C(=O)c2ccc(-c3ccc([N+](=O)[O-])cc3)o2)C1 (stereo not given) | i | -26 | 7 | i | 4 | i | i | i | i | i | i
Cc1cc[n+](CC(=O)c2cccs2)cc1 | i | 4 | 5 | i | -6 | i | i | i | i | i | i
COc1ccc(COC(=O)c2ccc(S(=O)(=O)N3CCC(C)CC3)cc2)cc1 | i | -6 | 0 | i | -1 | i | i | i | i | i | i
CCc1ccccc1NC(=O)CNCC(=O)Nc1ccccc1CC | i | -1 | -8 | i | 16 | i | i | i | i | i | i

5 of the compounds above, comma-delimited:
canonical_smiles,KCNQ1 inh,hERG protect,DYRK1A inh,TRPC4 agonist,Platelet DG rel,TRPC4 PAM,TRPC4 inh,PolyA inh,KCNQ1 pot,KCNK9 inh,KCNK3 inh
COc1ccc(OC)c(-n2nnnc2SCC(=O)Nc2ccc(C(=O)N3CCCCC3)cc2)c1,i,1,5,i,-15,i,i,i,i,i,i
O=C1CSC(c2cn(-c3ccccc3)nc2-c2cccs2)N1CC1CCCO1 (stereo not given),i,-3,6,i,2,i,i,i,i,i,i
Cc1ccc(Nc2nnc(SC3CCOC3=O)s2)cc1 (stereo not given),i,-6,-1,i,-3,i,i,i,i,i,i
COc1ccccc1CNC(=O)C/C(C)=N/NC(=O)Cc1ccccc1,i,-13,0,i,-2,i,i,i,i,i,i
C/C(=N/NS(=O)(=O)c1ccc(Cl)cc1)c1ccc2c(c1)OCO2,i,-9,7,i,0,i,i,i,i,i,i
